# PfGluPho inh – PfG6PD (Plasmodium falciparum) enzyme inhibition. PfGluPho enzyme, NADPH resazurin-diaphorase fluorescence. inhibition, % at 20 µM. hit rate 0.78% among 350,000;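 active means inhibition reaching at least a set limit at 20 µM in the primary screen, cut at about 59% in these data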;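 further: 0% = DMSO wells with substrate and 100% = DMSO wells lacking glucose-6-phosphate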
# MPTP inh – permeability transition pore inhibition. AID 602449. inhibition, % at 10 µM. isolated mouse mitochondria, Ca2+ swelling absorbance, 30 min. hit rate 1.4% among 360,000;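 active means inhibition of 50% or more, scaled per plate between neutral and stimulator controls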;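 further: 0% = DMSO wells given calcium and 100% = 1 mM EGTA wells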
# SENP8 inh – SENP8 (human) protease inhibition; recombinant SENP8, Nedd8 substrate fluorescence; inhibition, % at 20 µM; hit rate 0.64% among 360,000; AID 602440; in the data active means inhibition mostly above about 40%, no sharp cut-off; inactive means mostly below about 27%
# Target sequence (Q96LD8 whole entry, looked up): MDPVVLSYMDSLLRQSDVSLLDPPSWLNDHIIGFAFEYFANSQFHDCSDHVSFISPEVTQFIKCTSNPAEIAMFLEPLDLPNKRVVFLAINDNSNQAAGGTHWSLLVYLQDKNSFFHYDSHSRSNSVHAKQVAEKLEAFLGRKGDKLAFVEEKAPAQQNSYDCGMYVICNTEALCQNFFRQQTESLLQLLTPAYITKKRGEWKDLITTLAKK
# HKDC1 inh – blocks human hexokinase HKDC1 activity. Q2TB90. recombinant HKDC1, G6PDH/diaphorase resazurin coupled fluorescence. inhibition, % at 20 µM. hit rate 0.16% among 340,000;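 active means inhibition above about 35% when tested at 20 µM, limit read from the data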;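 further: plate controls were DMSO wells with enzyme for no effect and DMSO wells lacking enzyme for full effect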
# Target sequence (Q2TB90 whole entry, looked up): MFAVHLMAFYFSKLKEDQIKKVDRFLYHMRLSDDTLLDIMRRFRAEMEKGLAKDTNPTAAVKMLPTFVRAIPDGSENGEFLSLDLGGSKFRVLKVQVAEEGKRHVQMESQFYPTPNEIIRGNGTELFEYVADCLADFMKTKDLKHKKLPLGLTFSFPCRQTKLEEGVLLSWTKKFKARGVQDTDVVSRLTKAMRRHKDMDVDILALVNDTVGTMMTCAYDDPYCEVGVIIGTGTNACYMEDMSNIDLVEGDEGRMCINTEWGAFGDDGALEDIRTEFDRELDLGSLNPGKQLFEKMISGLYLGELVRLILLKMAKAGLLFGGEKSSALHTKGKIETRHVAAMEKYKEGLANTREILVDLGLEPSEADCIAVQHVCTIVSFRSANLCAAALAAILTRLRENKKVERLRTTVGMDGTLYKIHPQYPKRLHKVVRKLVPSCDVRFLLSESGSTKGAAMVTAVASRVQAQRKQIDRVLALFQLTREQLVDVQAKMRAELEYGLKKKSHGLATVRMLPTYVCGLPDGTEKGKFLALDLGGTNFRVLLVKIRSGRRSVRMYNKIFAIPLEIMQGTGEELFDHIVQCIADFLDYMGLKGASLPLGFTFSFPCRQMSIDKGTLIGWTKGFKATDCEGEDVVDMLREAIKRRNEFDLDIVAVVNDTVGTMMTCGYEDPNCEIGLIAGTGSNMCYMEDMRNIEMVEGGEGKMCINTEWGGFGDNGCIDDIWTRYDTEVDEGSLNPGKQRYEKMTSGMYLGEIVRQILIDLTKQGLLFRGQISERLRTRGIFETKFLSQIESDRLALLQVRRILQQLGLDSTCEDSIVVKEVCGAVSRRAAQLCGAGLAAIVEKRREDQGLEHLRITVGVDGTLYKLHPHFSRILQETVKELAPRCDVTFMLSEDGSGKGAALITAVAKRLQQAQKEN
#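 Material: recombinant HKDC1 hexokinase; Amount: HKDC1 at 5 µg/mL; Medium: Tris pH 8.0 buffer with MgCl2, Tween-20, BSA, BME; Schedule: 90 min reaction incubation at room temperature, dark; Technique: coupled resazurin fluorescence, excitation 525 nm, emission 613 nm.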
# ATG4B inh – blocks human ATG4B protease cleavage of LC3 substrate | hit rate 0.51% among 340,000 | inhibition, % at 8.33 µM | ATG4B cleavage of LC3-PLA2, NBD-HPC fluorescence, 1 h | Q9Y4P1; in the data active means inhibition above about 40%
# SENP7 block – SENP7 protease inhibition; AID 434973; hit rate 1.5% among 330,000; inhibition, % at 5 µM; recombinant SENP7, Z-RLRGG-aminoluciferin luminescence, 40 min; Q9BQF6;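 active means inhibition above about 50% at the single test dose, limit read from the data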;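 further: plate controls were DMSO with enzyme for no effect and no enzyme buffer wells for full effect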
# SENP6 block – blocks the human protease SENP6; Recombinant SENP6 catalytic domain, aminoluciferin luminescence; inhibition, % at 10 µM; hit rate 1.8% among 330,000; AID 2599;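 active means inhibition above about 50% at the single tested dose, limit read from the data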;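 further: plate controls were DMSO wells with enzyme for no effect and DMSO wells lacking enzyme for full effect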
# GRIN3A LBD mod – NR3A (human) ligand-binding domain modulation; NR3A LBD differential scanning fluorimetry, Tm shift; 0% = protein alone, 100% = glycine-bound protein; AID 1259313; hit rate 2.5% among 340,000; Tm shift relative to glycine control, % at 25 µM;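 active means melting temperature shift of at least 10% of the positive control shift, at one fixed dose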
# The depositor's hits bear a star; i = inactive; . = not tested or not shown.
PfGluPho inh | MPTP inh | SENP8 inh | HKDC1 inh | compound | ATG4B inh | SENP7 block | SENP6 block | GRIN3A LBD mod
1 | 0.5 | 5 | 6 | CCc1ccccc1NC(=O)CN1CCN(CC(=O)Nc2ccc(-c3ccccc3)cc2)CC1 | 1 | 0 | -19 | -1
0 | 0.1 | -3 | -4 | CCn1c(SCC(=O)NNC(=O)c2ccc(OC)cc2)nnc1C1CC1 | 1 | -2 | -22 | -3
22 | 1.6 | -96 | 3 | COc1ccc(OC)c2sc(NC(=O)CCS(=O)(=O)c3ccccc3)nc12 | -12 | 1 | -8 | -18
8 | -1.2 | 10 | -4 | CC(C)(C)NC(=O)C(c1ccc(F)cc1)N(Cc1ccco1)C(=O)CCC(=O)Nc1nccs1 (centres undefined) | -7 | 5 | -4 | 0
16 | -0.5 | 17 | 0 | COC(=O)c1cccc(NS(C)(=O)=O)c1 | -6 | -5 | -11 | 2
1 | 1.8 | -1 | -3 | COc1ccc(CN(C)C(=O)CC(c2ccccc2)c2ccccc2)cc1 | -1 | -8 | -13 | 1
3 | 2.0 | 22 | 2 | CSC(=Nc1ccccc1)C1=C(O)COC1=O | 3 | 5 | -3 | 0
5 | -1.9 | 11 | -10 | Clc1ccccc1Cn1nnc2c(NCCN3CCOCC3)ncnc21 | -2 | 2 | -2 | 0
6 | 1.6 | -5 | -16 | COc1ccc(CC(=O)N2CCCC(CNC(=O)c3ccccc3Cl)C2)cc1 (centres undefined) | -4 | 2 | 12 | 0
-20 | -0.5 | 14 | -1 | CCSc1nnc(NC(=O)CSc2nnc(-c3c[nH]c4ccccc34)n2CC)s1 | 14 | 3 | 13 | -5
-16 | 1.7 | 13 | 1 | CCN1CCN(C(=S)c2ccc(OCC(=O)N3CCOCC3)cc2)CC1 | -2 | -9 | -24 | 2
-8 | -3.1 | -44 | -3 | COc1ccc(-c2c(C#N)c(N)n(N)c(=O)c2C#N)cc1Cl | 0 | 4 | -8 | -3
-12 | 2.8 | 2 | -6 | O=C(O)C1C(c2ccccc2)C(C(=O)OCc2ccco2)C1c1ccccc1 (centres undefined) | 0 | -4 | 0 | 10
-14 | -1.9 | 18 | 4 | O=C1NC(=O)C2(CCCCCCCCCCC2)N1 | 5 | 2 | -18 | -1
-13 | -1.0 | 10 | -7 | CC(=O)Nc1ccc(S(=O)(=O)N2CCCC(C(=O)N3CCN(c4ccccc4)CC3)C2)cc1 (centres undefined) | -1 | -3 | 10 | 1
-7 | -1.3 | 4 | 0 | CC1=C(C(=O)Nc2cccc(C(=O)N3CCC(C(N)=O)CC3)c2)SCCO1 | 1 | -3 | -2 | -2
7 | -1.8 | i | -6 | COc1ccc(-c2cc(C(=O)NCCCN3CCCC3=O)c3ccccc3n2)cc1 | -7 | 0 | 0 | 1
-1 | 3.1 | 23 | 1 | COc1ccccc1N(Cc1cc(=O)[nH]c2ccccc12)C(=O)c1ccc([N+](=O)[O-])cc1 | -13 | -7 | 5 | -4
-8 | 26 | -210 | -8 | Cc1nn(-c2ccccc2)c(N2CCCC2)c1/C=N/NC(=O)c1ccccc1O | -7 | 0 | 16 | -4
9 | -0.1 | 12 | 0 | COC(=O)c1ccc(C(NC(=O)OCc2ccccc2)/C(C)=C/[C@@H](C)C(=O)NCc2ccc(-c3ccccc3)cc2)cc1 (some centres undefined) | 4 | 5 | -14 | -7
14 | -0.7 | -26 | -1 | COc1ccc(OC)c(-c2csc(NC(=O)Cc3cccs3)n2)c1 | -12 | -3 | 15 | -4
13 | -1.9 | 5 | -3 | CCOc1ccc(S(=O)(=O)N2CCN(C(=O)c3cc(C4CC4)nn3-c3ccccc3)CC2)cc1 | -1 | 4 | -7 | 1
7 | 1.1 | -9 | 4 | O=C(/C=C1\SC(=O)N(CC(=O)Nc2ccc(Cl)cc2)C1=O)Nc1ccc(F)cc1 | 2 | -2 | -7 | 36*
5 | -0.3 | -32 | 5 | O=c1cc(CN2CCN(S(=O)(=O)c3ccccc3)CC2)nc2sccn12 | 2 | -6 | 1 | 0
-11 | 0.3 | -7 | -3 | COc1ccc(Cl)cc1NC(=O)c1[nH]c(C)c(C(C)=O)c1C | -2 | 5 | -33 | 0
-3 | 0.0 | -8 | 4 | N#CC1(NC(=O)COC(=O)c2nc(Cl)c(Cl)c(N)c2Cl)CCCCC1 | -3 | 3 | -4 | 1
4 | -0.6 | 6 | 5 | CCOc1ccccc1NC(=O)COC(=O)c1c[nH]c2ccccc12 | -5 | 15 | -20 | 1
-6 | -2.7 | 3 | -1 | COc1ccc(CCn2nnnc2C(CC(C)C)N2CCC(C(N)=O)CC2)cc1OC (centres undefined) | -8 | -5 | -1 | 1
-5 | -0.7 | 4 | -2 | O=C(Cn1cccc1)N1CCc2ccccc21 | 8 | -5 | 11 | 1
17 | -2.9 | -2 | 5 | Cc1ccc(C)c(NC(=O)CN(C)C(=O)c2ccccc2OCc2ccccc2Cl)c1 | 5 | 0 | -4 | -3
-2 | 1.3 | 10 | -5 | CCc1nc2ccccc2n1Cc1ccccc1OC | -9 | -8 | -20 | 3
4 | 6.0 | -12 | -1 | O=C(Oc1ccc(/C=N/n2cnnc2)cc1)c1cccc([N+](=O)[O-])c1 | 4 | -8 | -20 | 1
-5 | 2.4 | 5 | 0 | COCCNC(=O)[C@H](C)[C@H]1C[C@]1(C)[C@H](NC(=O)OCc1ccccc1)c1ccccc1 | -13 | 6 | 2 | 2
0 | 0.6 | 5 | 5 | O=C(NCC1CCCN1S(=O)(=O)c1cccs1)c1cccc(F)c1 (centres undefined) | 2 | 4 | -9 | 2
-3 | -0.9 | -19 | -7 | O=C(O)/C=C\c1cc2c(cc1[N+](=O)[O-])OCO2 | -2 | -4 | -9 | 0
8 | -0.1 | -216 | 6 | CCN(CC)S(=O)(=O)c1cc(C(=O)N=c2sccn2C)ccc1OC | -7 | 3 | -4 | 3
3 | -1.9 | 13 | -12 | CCNC(=S)N/N=C/c1ccc(C#N)cc1 | -1 | 5 | -1 | -2
9 | -0.8 | 6 | 0 | CCOC(=O)c1c(NC(=S)NC)sc2c1CCCC2 | -6 | 9 | 8 | 8
43 | -4.3 | 15 | -4 | CC1(C)Cc2ccccc2C(NNC(=O)c2ccccn2)=N1 | 5 | -10 | -2 | -1
-8 | -0.1 | 11 | 7 | Cc1cc(C)c(C)c(S(=O)(=O)Nc2cccc(-n3cnnn3)c2)c1C | -19 | -1 | -8 | -10

# Results in HKDC1 inh, for 4 of the compounds above:
SMILES,HKDC1 inh
CCNC(=S)N/N=C/c1ccc(C#N)cc1,-12
O=c1cc(CN2CCN(S(=O)(=O)c3ccccc3)CC2)nc2sccn12,5
CCN(CC)S(=O)(=O)c1cc(C(=O)N=c2sccn2C)ccc1OC,6
O=C(NCC1CCCN1S(=O)(=O)c1cccs1)c1cccc(F)c1 (centres undefined),5

# Continuation.
PfGluPho inh | MPTP inh | SENP8 inh | HKDC1 inh | compound | ATG4B inh | SENP7 block | SENP6 block | GRIN3A LBD mod
61* | 0.1 | -48 | 5 | CCOc1ccc(-c2c(=O)n(O)c3ccccc3[n+]2[O-])cc1 | 2 | 8 | 11 | 0
27 | 3.5 | 6 | 13 | Cc1cc2c(cc1C)CSC(c1c(O)ccc3ccccc13)SC2 | 12 | -20 | -14 | 27*
-20 | -6.5 | 19 | -5 | CCCCNC(=O)Nc1ccc(Br)cn1 | 6 | 7 | -10 | 0
22 | -0.6 | 14 | 2 | Cn1c(=O)c2cc(S(=O)(=O)NC(C(=O)Nc3cccc(F)c3)c3ccccc3)ccc2n(C)c1=O (centres undefined) | -11 | -9 | -2 | -10
-10 | 0.5 | 1 | -4 | O=C(NC(=S)NCc1ccccc1)c1ccccc1Br | 10 | -6 | 10 | 3
-9 | 2.6 | 6 | 3 | Brc1cc2c(cc1-c1nc3ccccc3s1)OCO2 | 7 | 0 | 17 | 1
-11 | -0.3 | -9 | -3 | CCn1c(=O)cc(OCC(=O)NC(C)c2ccc3c(c2)OCCO3)c2ccccc21 (centres undefined) | -14 | -8 | -4 | 2
-16 | 1.2 | 8 | 9 | CCN(Cc1ccncc1)C(=O)c1cccs1 | 4 | 6 | 9 | -1
1 | -0.6 | 12 | -5 | C/C=C(/C)C(=O)Nc1cccc(C2=NOC3(C2)C[C@H](C(N)=O)N(C(=O)Cc2ccc([N+](=O)[O-])cc2)C3)c1 (some centres undefined) | -10 | -6 | -5 | 3
-2 | 0.8 | 37 | 2 | CN(C)S(=O)(=O)Nc1cccc(Br)c1 | 2 | 2 | 3 | 1
-14 | -1.0 | -8 | -2 | CC(C)N(C(=O)CSc1nnc(NC(=O)c2cccs2)s1)C(C)C | 4 | 0 | -11 | -2
21 | 0.2 | -92 | 6 | Cc1cc2nnc(SC(C)C#N)n2c2ccccc12 (centres undefined) | -5 | 4 | 2 | 0
-6 | -1.5 | 8 | 5 | CCc1nnc(NC(=O)c2nc(S(=O)(=O)Cc3ccc(C)cc3)ncc2Cl)s1 | -3 | -17 | -15 | -1
-5 | -1.4 | 8 | -4 | Cc1ccc(S(=O)(=O)N[C@@H](CC(C)C)C(=O)NCc2ccco2)cc1 | -2 | 4 | -19 | 1
-2 | 0.8 | 13 | -8 | CCCCC(CC)C(=O)Nc1ccccc1C#N (centres undefined) | -3 | 4 | -5 | 4
-12 | 1.5 | 3 | 4 | Cc1nnc(NC(=O)C2CCN(c3nnnn3-c3ccccc3)CC2)s1 | 3 | -1 | -5 | -3
-1 | 0.8 | 6 | -1 | O=C(Nc1cccnc1)c1ccc(Br)c(S(=O)(=O)N2CCCC2)c1 | -5 | -2 | -6 | 2
18 | 3.0 | 26 | 1 | C/C(=N\NC(=O)c1ccccc1F)c1ccc2c(c1)Nc1ccccc1S2 | 6 | 1 | -9 | 10
-12 | 0.9 | 7 | -5 | Cc1cc[n+](CC(=O)Nc2cccc(C)c2)cc1 | 6 | -3 | -5 | -2
-2 | 1.1 | 10 | -2 | COc1ccc(C(C)NC(=S)NCc2ccc(F)cc2)cc1 (centres undefined) | 12 | -11 | -3 | -1
-8 | 31 | 28 | 3 | COc1cc(CNCCc2ccccc2F)ccc1OCc1ccc(Cl)nc1 | -3 | -4 | -10 | 2
9 | -0.2 | 9 | -2 | O=S(=O)(c1ccccc1F)N1CCN(Cc2cc3c(cc2Br)OCCO3)CC1 | -2 | 4 | 7 | 1
2 | 0.4 | 12 | -5 | NC(=O)/C(=C\c1ccccc1)NC(=O)/C=C/c1ccccc1 | 46* | 2 | 4 | -6
25 | -0.1 | -6 | -54 | CC(=NNC(=S)N1CC2CCC(CC2)C1)c1ccncn1 | 2 | . | . | 0
13 | 3.5 | 6 | -8 | Cn1c(=O)cc(OCC(=O)NCCC2=CCCCC2)c2ccccc21 | -9 | 11 | -4 | -4
12 | -0.6 | -167 | -3 | O=C(Nc1ccc2nc(-c3cccnc3)[nH]c2c1)c1ccco1 | -4 | 9 | -2 | -5
4 | 2.8 | 14 | -7 | CCCn1nnc(NC(=O)c2ccc3c(c2)OCO3)n1 | 8 | 5 | -1 | 1
-21 | -1.3 | 15 | -3 | O=C(O)/C=C/c1ccc(S(=O)(=O)Nc2cccnc2)cc1 | -10 | 15 | -1 | 1
-1 | -1.1 | -2 | -3 | CCc1ccccc1N(CC(=O)NCc1ccc(OC)cc1)C(=O)CCC(=O)Nc1ccccn1 | -2 | 3 | -26 | 3

# An excerpt from above in order of the ATG4B inh value, smallest number first:
SMILES | PfGluPho inh | MPTP inh | SENP8 inh | HKDC1 inh | ATG4B inh | SENP7 block | SENP6 block | GRIN3A LBD mod
Cn1c(=O)cc(OCC(=O)NCCC2=CCCCC2)c2ccccc21 | 13 | 3.5 | 6 | -8 | -9 | 11 | -4 | -4
O=C(Nc1ccc2nc(-c3cccnc3)[nH]c2c1)c1ccco1 | 12 | -0.6 | -167 | -3 | -4 | 9 | -2 | -5
CC(=NNC(=S)N1CC2CCC(CC2)C1)c1ccncn1 | 25 | -0.1 | -6 | -54 | 2 | . | . | 0

# Nothing new here: 2 of the compounds above.
PfGluPho inh | MPTP inh | SENP8 inh | HKDC1 inh | compound | ATG4B inh | SENP7 block | SENP6 block | GRIN3A LBD mod
-21 | -1.3 | 15 | -3 | O=C(O)/C=C/c1ccc(S(=O)(=O)Nc2cccnc2)cc1 | -10 | 15 | -1 | 1
-1 | -1.1 | -2 | -3 | CCc1ccccc1N(CC(=O)NCc1ccc(OC)cc1)C(=O)CCC(=O)Nc1ccccn1 | -2 | 3 | -26 | 3
